# ELG1 DNA repair = inhibitors of ELG1-dependent DNA repair in HEK293T cells; HEK293T ELG1-luciferase reporter, luminescence, 16 h; DNA damage induced by 5-fluorouridine; Potency, µM (highest dose often 46.1 µM), for inactives: top-dose activity change, negative = inhibition, actives largely listed as inhibitors; hit rate 2.3% among 330,000; also: potency is read from the fitted curve at half-maximal effect; % is scaled to controls: 0 for no effect and ±100 for the full control effect; nearly all actives have a fitted effect of over 55% in size
#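 Luminescence from the luciferase reporter, measured 30 min after ONE-Glo reagent at room temperature, was the read-out. Beforehand, 2,000 cells per well were exposed for 16 hr at 37 °C to 5-fluorouridine together with compound or vehicle.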
# CXXC DNA block = inhibitors of human MLL CXXC domain-DNA interaction. MLL-CXXC / FITC-HOXA9 DNA fluorescence polarization. AID 2662. Q03164. Potency, µM (highest dose often 115 µM), without a hit: top-dose activity change, negative = inhibition, most hits filed as inhibitors. hit rate 0.037% among 290,000; active = well fitted inhibition curve with a large enough effect in the polarisation, with a control signal flat, not every such curve was filed as active; inconclusive = small, poorly fitted or top-dose-only effect, or effect the other way, or a change in a side signal; inactive = no such curve, though single readings can be large or run the other way; the % refers to the polarisation; also: potency is read from the fitted curve at half-maximal effect
#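 Fluorescence polarization: 7 uM MLL-CXXC (stock) preincubated 5 min with compounds, then 50 nM fluorescein-HOX-A9 DNA (stock) added; 30 min ambient. Buffer 50 mM Tris-HCl pH 7.5, 50 mM NaCl, 1 mM DTT, 0.05% BSA.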
# Integrin act MD = integrin-mediated muscular dystrophy alleviation activation; alpha7betagal myoblasts, beta-gal FDG fluorescence, 48 h; Potency, µM (titrated, usually from 38.3 µM), for inactives: at the highest dose activation, hits mostly activators; hit rate 0.064% among 350,000; AID 624291;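 also: potency is read from the fitted curve at half-maximal effect; 100% = response of the positive control SU9516; nearly all actives have a fitted effect of over 60% in size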
#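 alpha7betagal+/- myoblasts (passage 13, 250/well) treated 48 h at 37C with compounds at 1:260 dilution of DMSO stock. Lysed, then beta-galactosidase activity read as FDG fluorescence (ex 480/em 540) after 30 min, with pre-read for autofluorescence.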
# TSG101-PTAP inh = blocks PTAP/TSG101 interaction to inhibit HIV-1 budding | 340,000 tested, under 10 active | Fluorescence polarization, FITC-PTAP peptide / Tsg101 binding | AID 493005 | Potency, µM (titrated, usually from 115 µM), inactives show top-dose activity change, negative = inhibition, most hits filed as inhibitors; active = well fitted inhibition curve with a large enough effect in the main read-out, with a control signal flat, not every such curve was filed as active; inconclusive = small, poorly fitted or top-dose-only effect, or effect the other way, or a change in a side signal; inactive = no such curve, though single readings can be large or run the other way; also: potency is read from the fitted curve at half-maximal effect; % of control where 0% means no effect
# Target sequence (Q99816 whole entry, looked up): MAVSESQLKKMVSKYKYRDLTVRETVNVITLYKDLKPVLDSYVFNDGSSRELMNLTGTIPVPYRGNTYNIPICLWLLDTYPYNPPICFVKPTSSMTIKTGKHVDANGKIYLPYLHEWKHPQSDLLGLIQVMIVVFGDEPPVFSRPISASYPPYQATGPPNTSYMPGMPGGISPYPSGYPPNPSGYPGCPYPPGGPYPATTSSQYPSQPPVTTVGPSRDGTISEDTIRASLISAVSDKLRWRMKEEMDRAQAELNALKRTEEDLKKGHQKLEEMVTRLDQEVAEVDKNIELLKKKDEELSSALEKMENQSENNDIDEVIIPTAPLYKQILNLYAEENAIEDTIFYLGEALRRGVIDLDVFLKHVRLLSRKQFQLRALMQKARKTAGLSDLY
#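 Steps: Tsg101 binding domain dispensed (10 uM final), compounds pinned in DMSO, FITC-labeled PTAP-motif peptide added (50 nM final); after 20 min binding at room temperature, polarization measured.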
# BRCA1 expr up = BRCA1 expression activation; MCF7-BRCA1-FFLuc reporter, luminescence, 48 h; response scale: scaled: vehicle 0%, 10 µM genistein 100%; Potency, µM (highest dose often 46.1 µM), without a hit: at the highest dose activation, hits mostly activators; hit rate 1.1% among 380,000; AID 624202; also: potency is read from the fitted curve at half-maximal effect; nearly all actives have a fitted effect of over 80% in size; some results filed as inactive show a strong effect at the top dose
#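 Quantitative HTS in MCF7 cells stably reporting BRCA1 expression via firefly luciferase. Compound treatment lasts 48 h at 37 °C in phenol-red free MEM. Activation is expressed relative to genistein at 10 microM and DMSO.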
# TRPV1 agonist = agonists of human vanilloid receptor 1 (TRPV1); TRPV1-expressing cells, Fluo-8 calcium influx, agonist mode; hit rate 0.19% among 320,000; activation, % at 8.33 µM; AID 540275; Q8NER1; in the data active = activation above about 80%; inconclusive = between about 30% and that limit; also: 0% is about no effect
#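 TRPV1-expressing cells were cultured overnight at 35.5C and loaded with Fluo-8 calcium dye for 40 to 90 min at room temperature. After a 10 s baseline, compound was added and calcium influx was read kinetically for 3 min (ex 480/em 520 nm).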
# TCR activator = T cell receptor activation; primary human leukocytes, anti-CD3, IL-2 HTRF, 48 h; Potency, µM (highest dose often 9.22 µM), for inactives: at the highest dose activation of IL-2 secretion, most hits filed as activators; 330,000 tested, under 10 active; AID 504894; also: % of control where 0% means no effect
#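 Readout: HTRF IL-2, Eu-cryptate/d2 antibody pair, 320nm excitation, 665nm emission. Stimulus: a-CD3 beads, no co-stimulation. Cells: primary human leukocytes. Exposure: 48 hr with compound.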
# B2AR arrestin = recruits beta-arrestin to the human beta2-adrenergic receptor; P07550; beta-arrestin recruitment to beta2AR, cell-based reporter; Potency, µM (doses to about 46.1 µM), without a hit: top-dose activation, most hits filed as activators; hit rate 0.02% among 330,000;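 also: potency is read from the fitted curve at half-maximal effect; 0% = DMSO controls and full agonism = EC100 isoproterenol or metaproterenol; nearly all actives have a fitted effect of over 65% in size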
# Target sequence (P07550 whole entry, looked up): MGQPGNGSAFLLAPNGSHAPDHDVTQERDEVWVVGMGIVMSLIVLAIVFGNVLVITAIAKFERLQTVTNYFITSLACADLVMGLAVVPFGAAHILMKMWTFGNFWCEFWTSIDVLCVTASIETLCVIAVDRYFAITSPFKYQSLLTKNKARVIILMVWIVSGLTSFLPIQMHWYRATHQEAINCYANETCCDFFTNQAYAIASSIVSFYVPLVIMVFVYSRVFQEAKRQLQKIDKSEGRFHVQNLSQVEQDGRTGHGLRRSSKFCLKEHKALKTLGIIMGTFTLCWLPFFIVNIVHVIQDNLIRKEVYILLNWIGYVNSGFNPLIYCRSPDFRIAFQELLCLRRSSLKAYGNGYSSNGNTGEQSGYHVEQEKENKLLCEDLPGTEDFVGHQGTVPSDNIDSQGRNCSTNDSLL
# AT treatment = candidate therapy for ataxia-telangiectasia | […] A-T fibroblasts, KAP-1 phosphorylation AlphaLISA; neocarzinostatin DNA damage 30 min before lysis | hit rate 0.19% among 320,000 | Potency, µM (doses to about 57.5 µM), without a hit: top-dose activation, actives largely listed as activators; also: potency is read from the fitted curve at half-maximal effect; % of control where 0% means no effect; nearly all actives have a fitted effect of over 45% in size
#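 hTERT-immortalized A-T patient fibroblasts ([…]), 500 cells/well in OPTI-MEM, 1% FBS, got compounds for 60 min, then NCS for 30 min at 37C. Lysates were then assayed for phospho-KAP-1 by AlphaLISA (anti-pKAP1 donor, anti-KAP1 acceptor beads), 6 hr at 25C.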
# p53 reactivator = re-activators of mutant p53 | hit rate 0.063% among 320,000 | Potency, µM (series often up to 92.2 µM), inactives show top-dose activity change, positive = activation, actives largely listed as activators | AID 504706 | H1299 p53-A138V BP100-luciferase reporter, luminescence, 24 h; also: potency is read from the fitted curve at half-maximal effect; % of control where 0% means no effect; nearly all actives have a fitted effect of over 45% in size
#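 H1299 (p53-null), stable ts p53-A138V + BP100-Luc; 1000 cells/well, Opti-MEM/10% FBS; cpd 4 pt, 1:5; 24 h, 37 deg C, 5% CO2; detection reagent 10 min RT; luminescence.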
# Starred values were filed as active, the others as inactive; ? = inconclusive; · = no result given; [ ] = another dose, or the depositor's remark. Unless noted, calls follow the shape of the dose curve; as a rule, active = well fitted curve in the direction sought with a large enough effect; inconclusive = small, poorly fitted or top-dose-only effect, or another doubt; inactive = no such curve, though single readings can be large; an effect the other way counts as inactive or inconclusive.
SMILES,ELG1 DNA repair,CXXC DNA block,Integrin act MD,TSG101-PTAP inh,BRCA1 expr up,TRPV1 agonist,TCR activator,B2AR arrestin,AT treatment,p53 reactivator
O=C(Nc1cccc(S(=O)(=O)N2CCOCC2)c1)C1CC1,9%,·,-2%,-3%,-14%,·,1%,-0.2%,18%,-2%
CCOc1ccc(C(=O)N2CCCC(c3nc(-c4cccs4)no3)C2)cc1 (stereo not given),-2%,4%,13%,-1%,0%,2,-1%,0.3%,3%,9%
Cc1cccc(NC(=O)CSc2nc3ccccc3o2)c1,?,1%,5%,-4%,?,2,1%,0.0%,-3%,·
COC(=O)CNC(=O)/C=C/c1ccc(OC)cc1,?,-2%,2%,0%,36%,-1,-14%,-0.1%,0%,8%
COC(=O)c1ccccc1NC(=O)C(CCS(C)(=O)=O)NC(C)=O (stereo not given),-19%,?,-1%,-2%,-6%,-4,10%,0.5%,11%,-2%
O=C(NC(=S)N1CCCCC1CO)c1cccs1 (stereo not given),13%,·,8%,-1%,1%,·,-1%[46.1 µM],0.0%,-14%,?
N#C/C(=C\c1ccc2c(c1)OCCO2)C(=O)Nc1nccs1,?,1%,-26%,0%,0%,2,-8%,0.0%,-5%,19%
Cc1ccc(NC(=O)Cn2cnc3c(=O)n(C)c(=O)n(C)c32)c(C)c1,1%,3%,-31%,-4%,-52%,-1,2%,-0.4%,5%,-4%
CCOC(=O)c1ccc(Nc2nc(-c3cccnc3)nc3ccccc23)cc1,?,13%,-2%,-5%,-52%,?,-1%,-0.4%,1%,-10%
O=C(O)c1sccc1Oc1ccc(NS(=O)(=O)c2ccccc2)cc1,4%,7%,2%,-4%,-20%,7,-2%,0.4%,-9%,-3%
CCN(CC(=O)N1CCCCCC1)S(=O)(=O)c1ccc(Cl)cc1,·,5%,9%,2%,-2%,-1,2%,·,·,·
COC(=O)c1ccc(CN2CCN(Cc3ccccc3)C(CCO)C2)cc1 (stereo not given),-1%,-3%,2%,0%,-25%,0,2%,-0.4%,4%,-2%
Cc1ccc(C)c(NC(=O)C(Sc2nc3ccc(C)cc3[nH]2)c2ccccc2)c1 (stereo not given),?,7%,-60%[inhibitor],4%,-59%,17,-5%[46.1 µM],-1.2%,6%,-7%
Cc1cc(C)n(CC(=O)N/N=C/c2cccs2)n1,?,4%,30%,-1%,30%,-6,0%[46.1 µM],-0.1%,·,27%
CCOc1ccc(C(=O)CCC(=O)NC(CC(C)C)C(=O)OC)cc1 (stereo not given),10%,2%,0%,-2%,26%,6,4%,0.0%,0%,8%
N#Cc1ccc(C(=O)Nn2cnnc2)cc1,15%,-3%,15%,-6%,-8%,0,10%,-1.0%,-7%,2%
Cc1ccc(N2CCN(S(=O)(=O)N3CCCCCC3)CC2)cc1Cl,12%,-9%,21%,-6%,-19%,28,-2%,-0.3%,·,0%
CSc1cccc(NS(=O)(=O)c2ccc3c(c2)oc(=O)n3C)c1,?,-1%,-7%,-1%,-21%,-1,6%,-0.3%,5%,-2%
O=C(Nc1ncccn1)C12CC3CC(CC(C3)C1)C2,0%,-4%,13%,0%,-10%,3,7%,0.0%,15%,-2%
O=C(COC(=O)c1cccc(Br)c1)NCCC1=CCCCC1,16%,9%,0%,2%,6%,17,6%,0.3%,20%,-1%
Cc1nc2ccc(NC3=NCCCCC3)cc2s1,2%,2%,2%,3%,-8%,1,0%,0.1%,15%,-4%
Cn1c(=O)[nH]c(=O)c2c1nc(N1CCC(Cc3ccccc3)CC1)n2Cc1ccccc1,?,-2%,-9%,-7%,-70%,21,5%,0.0%,-3%,8%
CS(=O)(=O)N(CCc1ccccc1)CC(=O)N1CCCC1,-3%,-1%,25%,-2%,-9%,14,3%,-0.9%,-3%,1%
CN(Cc1ccco1)C(=O)c1cc2c(s1)-c1ccc(Cl)cc1S(=O)(=O)C2,-27%,25%,-22%,1%,3%,3,2%,0.1%,-3%,-1%

# An excerpt from above in order of the TSG101-PTAP inh value, largest number first.
molecule	TSG101-PTAP inh
O=C(COC(=O)c1cccc(Br)c1)NCCC1=CCCCC1	2%
CSc1cccc(NS(=O)(=O)c2ccc3c(c2)oc(=O)n3C)c1	-1%
CCOc1ccc(C(=O)CCC(=O)NC(CC(C)C)C(=O)OC)cc1 (stereo not given)	-2%

# Complete entries, looked up by structure. Order of values: ELG1 DNA repair | CXXC DNA block | Integrin act MD | TSG101-PTAP inh | BRCA1 expr up | TRPV1 agonist | TCR activator | B2AR arrestin | AT treatment | p53 reactivator
# Cc1ccc(N2CCN(S(=O)(=O)N3CCCCCC3)CC2)cc1Cl across the screens: 12% | -9% | 21% | -6% | -19% | 28 | -2% | -0.3% | · | 0%
# O=C(COC(=O)c1cccc(Br)c1)NCCC1=CCCCC1 across the screens: 16% | 9% | 0% | 2% | 6% | 17 | 6% | 0.3% | 20% | -1%
# N#Cc1ccc(C(=O)Nn2cnnc2)cc1 across the screens: 15% | -3% | 15% | -6% | -8% | 0 | 10% | -1.0% | -7% | 2%
# CN(Cc1ccco1)C(=O)c1cc2c(s1)-c1ccc(Cl)cc1S(=O)(=O)C2 across the screens: -27% | 25% | -22% | 1% | 3% | 3 | 2% | 0.1% | -3% | -1%

# Next entries
SMILES,ELG1 DNA repair,CXXC DNA block,Integrin act MD,TSG101-PTAP inh,BRCA1 expr up,TRPV1 agonist,TCR activator,B2AR arrestin,AT treatment,p53 reactivator
COc1ccccc1N1CCN(S(=O)(=O)CCNC(=O)c2cccc(F)c2)CC1,-15%,·,24%,1%,-30%,3,0%,0.0%,2%,-2%
COc1ccc(N(CC(=O)Nc2ccc(C)c(C)c2)S(=O)(=O)c2c(C)noc2C)cc1,?,-3%,0%,0%,-45%,2,1%,0.2%,1%,1%
CCn1c(SCC(=O)Nc2ccc(NC(=O)c3cccs3)cc2)nnc1-c1cccnc1,?,17%,3%,-2%,36%,-1,6%,0.0%,-2%,-2%
COc1cccc(C(=O)CC(=O)C(=O)Nc2cc(Cl)c(OC)cc2OC)c1,?,-1%,-16%,2%,2%,3,0%,0.0%,-4%,0%
O=C(Nc1ccccc1)c1nsnc1C(=O)Nc1ccccc1,13%,10%,22%,-3%,-10%,?,-27%,-0.1%,1%,-4%
CC(C)CNS(=O)(=O)c1ccc(C(=O)Nc2ccc3c(c2)OCCO3)cc1,?,-13%,-23%,-8%,81%,-2,-6%,0.1%,16%,?
CC(=O)c1ccc(NC(=O)C2CCN(S(=O)(=O)c3cccs3)CC2)cc1,?,0%,-25%,-2%,8.9µM*,?,0%,0.1%,0%,6%
COc1ccc(-n2c(=S)[nH]c3cc(C(=O)NC4CCCCC4)ccc3c2=O)c(OC)c1,-18%,-1%,-30%,0%,-56%,-13,·,-0.3%,31%,7%
Cc1nc(S/C(=C/c2ccc(-c3cc(Cl)ccc3C)o2)C(=O)O)n[nH]1,-19%,38%[activator],-27%,-7%,20%,2,-2%,0.3%,-1%,-1%
O=C(COC(=O)c1cccc(S(=O)(=O)N2CCCCCC2)c1)Nc1ccccc1C(F)(F)F,30%,·,6%,-5%,-26%,18,-5%,0.0%,5%,-1%
OCC(O)C1OC(Nc2ccc(Cl)cc2)C(O)C1O (stereo not given),-14%,1%,-17%,-1%,3%,-1,6%,-0.8%,-3%,2%
Cc1cccc(NC(=O)CSc2ncnc3c2oc2ccccc23)c1,-16%,-8%,7%,-8%,-13%,8,1%,-0.3%,6%,1%
COc1ccccc1CNC(=O)c1cc(C(C)C)nc2ccccc12,?,18%,7%,-4%,-24%,9,-1%,0.2%,18%,-9%
CC(Sc1cccc[n+]1[O-])C(=O)NC1CCCCC1C (stereo not given),?,·,0%,1%,14%,·,-2%,0.4%,7%,4%
CC(=O)OCc1nc2ccccc2s1,?,4%,21%,-6%,-4%,-3,-2%,-0.3%,4%,18%
COc1ccc(CN(C(=O)c2ccco2)c2ccc(C)c(C)c2)cc1,-16%,-4%,-18%,-9%,-26%,?,-2%,-1.2%,5%[11.5 µM],0%
COc1cc(/C=N\NC(=O)C2CC3C=CC2C3)ccc1O (stereo not given),20%,9%,0%,-1%,16%,-1,-7%[46.1 µM],3.7%,-3%,20%
O=C(NNc1c2ccccc2nc2ccccc12)c1ccc(O)cc1O,-21%,?,14%,-2%,13%,-8,-15%,-0.5%,-4%,3%
